Source: PubChem
NS5 inhibitors: Dengue-2 NS5 methyltransferase inhibitors, primary screen, biochemical, confirmation dose response (AID 588689); Dengue-2 NS5 methyltransferase capping enzyme assay, biochemical; higher % means a stronger effect; inhibition, % at 25 µM; hits with a dose series show IC50 in µM; Genome polyprotein (Dengue virus type 2 (strain 16681-PDK53)); hit rate 0.3% among 340,000; in the data active means a potency from the dose series
K1F lysis inhibition: inhibition of K1F phage lysis, E. coli UTI89, bacterial capsule biogenesis inhibitors, alamar blue (AID 488966); one-dose inhibition, % at 100 µM; IC50 in µM for titrated hits; E. coli UTI89 K1F phage lysis, alamar blue, 2 h; higher % means a stronger effect; hit rate 0.02% among 340,000;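 active means phage lysis inhibition, versus mean bacterial control, above a set limit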;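 further: capsule biogenesis inhibitors block K1F phage lysis so surviving cells raise fluorescence; higher fluorescence means more inhibition of phage lysis; actives were called in the ten point dose series up to 300 µM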
Salmonella PhoP GFP: inhibitors of PhoP regulon expression, primary screen, Salmonella Typhimurium, GFP reporter (AID 1863) | hit rate 0.16% among 300,000 | one-dose inhibition, % at 50 µM; IC50 in µM for titrated hits | S. Typhimurium PhoP-regulated promoter GFP reporter, 4 h; higher % means a stronger effect;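 active means inhibition over 29.93%, a cutoff 3 SD above the screen mean, later confirmed by dose response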;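 further: 0% = low Mg2+ inducing control and 100% = high Mg2+ repressing control; strong numbers were not always called active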
Rac1 GTP hydrolysis: MgcRacGAP GTPase-activating activity inhibitors, confirmation, biochemical, ADP Hunter fluorescence; one-dose inhibition, % at 30 µM; IC50 in µM for titrated hits; Rac GTPase-activating protein 1 (Homo sapiens); MgcRacGAP-stimulated Rac1 GTP hydrolysis, ADP Hunter fluorescence; higher % means a stronger effect; GST-tagged Rac1 F28L mutant substrate; hit rate 0.6% among 340,000;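 active means first-screen hits whose inhibition reached a set limit at any dose in the follow-up dose series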;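 further: fluorescence reports GDP produced by GAP-driven GTP hydrolysis; strong numbers were not always called active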
Large T inhibition: SV40 large T antigen inhibitors, biochemical (AID 1903); SV40 large T antigen ATPase/helicase inhibition assay; higher % means a stronger effect; one-dose inhibition, % at 20 µM; IC50 in µM for titrated hits; hit rate 0.39% among 310,000; in the data active means a potency from the dose series; further: strong numbers were not always called active
GPR55 LPI antagonism: GPR55 antagonists blocking LPI-driven arrestin recruitment, primary screen, imaging, U2OS, beta-arrestin-GFP, LPI agonist (AID 2013) | inhibition, % at 10 µM; hits with a dose series show IC50 in µM | U2OS GPR55 beta-arrestin-GFP translocation imaging, LPI antagonism; higher % means a stronger effect | hit rate 0.13% among 290,000;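 active means spots per cell inhibited over 60%, with over 100 cells counted and total cytoplasm intensity under 500,000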;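 further: U2OS cells stably carrying GPR55 and arrestin-GFP stimulated by 5 µM LPI near EC80; imaged beta-arrestin-GFP aggregate spots per cell after agonist stimulation; plate controls were LPI-stimulated DMSO wells for no effect and DMSO wells without LPI for full effect; some results filed as inactive read as strong as hits; confirmed hits need IC50 under 10 µM and bright autofluorescent wells are also inconclusive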
RSV CPE inhibition: RSV antiviral activity via CPE protection, HEp-2 cells, primary 10 µM value included (AID 2391). HEp-2 cells, RSV-induced CPE inhibition; higher % means a stronger effect. CPE inhibition, % at 10 µM; hits with a dose series show IC50 in µM. hit rate 0.13% among 310,000; in the data active means a potency from the dose series; further: strong numbers were not always called active
HIV peptide binding: inhibitors of HIV fusion peptide binding, primary screen, biochemical, uHTS, fluorescence dequenching (AID 1986). cell-free peptide binding, fluorescence dequenching, 30 min; higher % means a stronger effect. one-dose inhibition, % at 20 µM; IC50 in µM for titrated hits. hit rate 0.3% among 290,000; in the data active means inhibition mostly above about 52%, no sharp cut-off; inactive means mostly below about 76%; further: some results filed as inactive read as strong as hits
GPR35 antagonists: GPR35 antagonists blocking zaprinast-driven arrestin recruitment, primary screen, imaging, U2OS, beta-arrestin-GFP, zaprinast agonist (AID 2058) | G-protein coupled receptor 35 (Homo sapiens) | U2OS GPR35 beta-arrestin-GFP translocation imaging, zaprinast antagonism; higher % means a stronger effect | hit rate 0.052% among 290,000 | inhibition, % at 10 µM; hits with a dose series show IC50 in µM;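 active means inhibition of at least 50% with at least 30 cells and total cytoplasm GFP at most 10,000,000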
NS5 inhibitors pilot replicate: second read-out of NS5 inhibitors, no call of its own (marks repeat the call); inhibition, %; measured here: pilot screen replicate inhibition
Numbers without * were called inactive; i = inactive; nt = not tested or not shown; [ ] = another dose, or the depositor's remark. This is a random part of the collection. Share with any hit: about 1.5%.

SMILES	NS5 inhibitors	K1F lysis inhibition	Salmonella PhoP GFP	Rac1 GTP hydrolysis	Large T inhibition	GPR55 LPI antagonism	RSV CPE inhibition	HIV peptide binding	GPR35 antagonists	others
COc1ccc(CCN(Cc2cc3cccc(C)c3n3nnnc23)C(=O)c2ccncc2)cc1OC	nt	nt	0%	nt	6%	4%	0.9%	-0.1%	3%
CC(C)(C)c1[nH]nc2c1C(c1ccsc1)C(C#N)=C(N)O2 (configuration not stated)	5%	0.1%	0%	3%	9%	14%	0.6%	-2.3%	14%
CCOc1ccc(-n2c(C)cc(/C=N/NC(=O)C(N)=O)c2C)cc1	-4%	0.1%	4%	4%	12%	-3%	2.9%	-0.1%	-7%
COc1ccccc1NC(=O)CSc1nnc(-c2ccco2)n1Cc1ccco1	-5%	-0.1%	-6%	8%	2%	5%	4.2%	-0.1%	5%	NS5 inhibitors pilot replicate=-10
Cc1onc(-c2ccccc2)c1C(=O)NNC(=O)c1ccccc1Br	-14%	0.9%[50 µM]	nt	-2%	nt	nt	0.6%	nt	nt
COC(=O)C1=CN(Cc2ccc(OC)c(OC)c2)C=C(C(=O)OC)C1c1cccc(OC)c1OC	-1%	-0.1%[50 µM]	9%	nt	4%	-13%	0.3%	-1.5%	-1%
CCCc1cc(=O)[nH]c(SCC(=O)N2CCN(S(=O)(=O)c3ccc(Cl)cc3)CC2)n1	0%	0.5%	-10%	-1%	9%	11%	0.4%	1.6%	2%
CCOC(=O)N1CCN(CCC(=O)Nc2ccc(C)c(Br)c2)CC1	-4%	0.2%[50 µM]	5%	3%	8%	8%	1.6%	-1.8%	0%
CC(=O)Nc1ccc(S(=O)(=O)NCC2CCC(C(=O)NCCCOC(C)C)CC2)cc1 (configuration not stated)	nt	nt	nt	nt	15%	15%	0.8%	-1.4%	4%
Cc1cc(C)n(-c2ccc(Cl)c(C(=O)Nc3ccc(OC(F)(F)F)cc3)n2)n1	-7%	-1.2%	-10%	-2%	9%	5%	1.7%	0.3%	2%
Nc1nnc(CC(c2ccccc2)c2ccccc2)s1	-4%	0.7%	1%	6%	0%	-9%	6.4%	1.0%	-14%
COC(=O)c1cc(NC(=O)c2cccs2)ccc1N1CCOCC1	-3%	0.1%	-11%	8%	6%	-14%	1.8%	0.3%	-6%
CNC(=O)[C@@]1(C)C=C[C@@H](Cc2ccccc2)N1C(=O)OC	-2%	0.4%	-6%	10%	11%	15%	0.7%	1.5%	-15%
N/C(=N\OC(=O)/C=C/c1ccccc1Cl)c1ccncc1	-8%	0.3%	-18%	1%	6%	5%	0.3%	1.2%	-4%
C/C(=N\NC(=O)COc1ccc(C)cc1[N+](=O)[O-])c1cccs1	-6%	0.7%	5%	11%	15%	9%	0.5%	-1.7%	18%
CC(C)CC(=O)Nc1cccc(C(=O)Nc2ccccc2C(=O)O)c1	-1%	2.3%	13%	-9%	5%	-1%	-0.1%	7.2%	-4%
CCN1CCN(C(=O)CCCCCn2c(=O)[nH]c3cc(C(=O)OC)ccc3c2=O)CC1	2%	0.2%	-4%	7%	28%	13%	1.0%	2.9%	8%
COc1cccc(C(=O)OCC(=O)c2c[nH]c3ccccc23)c1O	1%	0.5%	-8%	7%	-2%	18%	-1.3%	-2.6%	-13%
Cc1noc(NS(=O)(=O)c2ccc(N)cc2)c1C	-7%	-1.5%	-3%	2%	17%	17%	-2.6%	-2.4%	16%
COC(=O)c1ccc(C(=O)Nc2cc(Cl)ccc2Cl)cc1NC(=O)c1ccc(N(C)C)cc1	0%	3.7%	-14%	3%	2%	1%	0.4%	-2.7%	6%
Nn1c(C2CCC2)nc2ccccc2c1=O	-17%	-0.6%	1%	4%	15%	10%	0.8%	0.0%	1%
CCCn1ccnc1SCC(=O)Nc1c(C)n(C)n(-c2ccccc2)c1=O	1%	0.5%[50 µM]	nt	2%	nt	nt	0.7%	nt	nt
O=C(O)c1ccccc1S(=O)(=O)CC(=O)N1CCCCC1	-11%	0.0%	6%	2%	4%	11%	1.9%	1.1%	3%
Cc1cccc(C)c1N(CC(=O)NCc1ccccc1)C(=O)c1csnn1	-1%	-0.2%	-1%	9%	10%	0%	1.0%	1.1%	11%
COc1ccc(Cl)cc1NC(=O)c1cnc2n(c1=O)CCS2	-6%	-0.1%	nt	1%	nt	16%	2.4%	2.4%	-1%
CCOc1ccccc1NC(=O)Nc1cccc(NC(C)=O)c1	2%	-0.1%	-11%	9%	20%	-2%	7.3%	-0.6%	3%
O=C(CSc1nc2cc(S(=O)(=O)N3CCOCC3)ccc2o1)NC1CCCc2ccccc21 (configuration not stated)	-6%	-0.3%	-2%	8%	5%	-3%	18%	1.6%	2%
Cc1ccc(C(=O)NCc2nc3ccccc3[nH]2)o1	5%	0.2%	11%	10%	23%	5%	0.9%	-2.4%	4%
CCN(c1ccccc1)S(=O)(=O)c1cccc(C(=O)O)c1	-3%	0.7%	-4%	-4%	2%	-6%	1.0%	1.8%	-9%
CC(C)c1ccc(N(CC(=O)NN=C2CCN(C)CC2)S(=O)(=O)c2ccccc2)cc1	2%	-0.5%	-8%	3%	-1%	14%	-0.8%	-0.2%	-7%
CCCn1nnc(NC(=O)/C=C/c2ccco2)n1	1%	-1.4%	-4%	6%	14%	6%	1.9%	-0.7%	6%
N#Cc1c(NCCCO)nc(NCc2ccccc2)c2c1CCN(Cc1ccccc1)C2	25%	-0.1%	-16%	7%	9%	21%	13%	-3.8%	4%
COC(=O)c1cc(COC(=O)c2cccnc2SC)oc1C	-7%	0.8%	25%	0%	-5%	-8%	1.1%	-1.2%	-14%
CCOC(=O)C1(Cc2ccccc2C)CCCN(C(=O)c2sccc2C)C1 (configuration not stated)	-5%	-0.3%	6%	-3%	4%	-16%	16%	-0.4%	-2%
C=CCOc1c(Cl)cc(CNc2ccc(N(C)C)cc2)cc1OC	23%	0.3%	0%	24%	12%	-8%	4.0%	2.6%	2%
Cc1ccc(NC(=O)CSc2n[nH]c(=O)n2C2CC2)cc1S(=O)(=O)N1CCOCC1	-8%	-0.3%	-13%	8%	7%	7%	1.4%	-0.6%	7%
CC(C)c1ccc(NC2CCCN(C(=O)c3cnsn3)C2)cc1 (configuration not stated)	-7%	-0.2%	-5%	11%	26%	20%	14%	-1.5%	4%
Cn1cc(C(=O)c2ccc(Cl)cc2Cl)cc1C=O	-1%	0.4%	0%	1%	1%	-25%	3.4%	0.9%	-12%
OCCN(Cc1ccccc1)C(=S)Nc1ccc(F)cc1	-9%	-0.4%	-5%	2%	5%	4%	-0.3%	-2.9%	-5%
CCCCCCNC(=O)CCCCCNS(=O)(=O)c1ccc(OC)cc1	7%	1.9%	0%	4%	7%	11%	1.0%	1.5%	-4%
CCOCc1cnc(C)nc1NCC(=O)c1c(C)[nH]c2ccc(OC)cc12	-3%	2.7%	-10%	5%	15%	-16%	-0.2%	-3.6%	2%
CC1(C)Cc2cccc(OCC(O)CN3CCN(c4ccccn4)CC3)c2O1 (configuration not stated)	nt	-0.2%	8%	0%	9%	3%	nt	-0.4%	-7%
Cc1cc(C(=O)Nc2c(F)c(F)c(F)c(F)c2F)n(-c2ccccc2)n1	-4%	0.0%	-7%	12%	7%	6%	1.2%	0.0%	-10%
O=C(NC1CCCC1)C(c1ccncc1)N(Cc1ccccc1)C(=O)Cc1cccs1 (configuration not stated)	-3%	2.2%	3%	3%	-2%	-2%	0.8%	-6.8%	-4%
O=c1cc(-c2ccccc2)nc2cc(-c3ccco3)[nH]n12	4%	-0.1%	-1%	6%	1%	15%	2.0%	12%	22%
COc1cc(NC(=S)N2CCC(C(N)=O)CC2)c(OC)cc1Cl	2%	0.1%	0%	6%	9%	15%	2.5%	0.5%	-20%
N#Cc1cc(Oc2ccc(Cl)cc2)c(N2CCOCC2)cc1C#N	-6%	1.2%	-5%	8%	6%	nt	2.7%	nt	nt
Cc1ccc2cc(CCNC(=O)c3ccc(Br)o3)c(=O)[nH]c2c1	-4%	2.7%	0%	10%	25%	-9%	0.2%	1.0%	4%
Nc1cc(=O)[nH]c(SCC(=O)NCC2CCCO2)n1 (configuration not stated)	-2%	0.2%	-2%	9%	-3%	-8%	1.1%	-2.2%	-16%
Cc1nc(N)c(Cc2ccc(Cl)cc2Cl)c(N)n1	nt	nt	105µM*	nt	-1%	10%	1.0%	0.9%	9%
Cn1nnc(NC(=O)c2cccc([N+](=O)[O-])c2)n1	-9%	0.7%	-12%	8%	6%	0%	1.5%	2.5%	0%
Cc1cc(NC(=O)CCC(=O)N(CC(=O)NC2CCCC2)Cc2ccc(F)cc2)no1	5%	i	-11%	-1%	8%	9%	1.5%	1.6%	-1%
COc1ccc(C(=O)Cn2cnc3ccc(Cl)cc3c2=O)cc1F	-3%	0.3%	-1%	2%	6%	10%	2.9%	2.3%	-7%
COC(=O)c1oc2ccccc2c1NC(=O)CN1CCCC1	-2%	5.4%	-6%	4%	3%	1%	-2.0%	1.8%	-4%
COC(=O)C1CCN(C(=O)C2CCCCC2)CC1	-4%	0.7%	9%	4%	4%	4%	1.3%	0.3%	-2%
CCOC(=O)NC(=O)/C(C#N)=C\NNc1ncc(C(F)(F)F)cc1Cl	-1%	-0.7%	-1%	1%	7%	5%	0.2%	-2.0%	-19%
COc1cc2c(cc1OC)CN(C(=O)CCOc1ccccc1)CC2	2%	0.3%	6%	-5%	7%	-19%	3.5%	-0.5%	-9%
Cc1cc(C)c(S(=O)(=O)NCc2nc3nc(C)cc(C)n3n2)c(C)c1	-5%	4.9%	nt	5%	3%	-5%	0.7%	2.0%	-3%
Cc1nn(-c2ccccc2)c(C)c1C=O	nt	nt	-3%	nt	27%	1%	3.1%	-0.1%	4%
CCN1C(=O)CSC1=Nc1cccc(C(=O)O)c1	6%	-0.8%	-5%	10%	12%	5%	1.6%	0.5%	16%

In the list so far, two have a CF3 group.
SMILES	NS5 inhibitors	K1F lysis inhibition	Salmonella PhoP GFP	Rac1 GTP hydrolysis	Large T inhibition	GPR55 LPI antagonism	RSV CPE inhibition	HIV peptide binding	GPR35 antagonists	others
Cc1cc(C)n(-c2ccc(Cl)c(C(=O)Nc3ccc(OC(F)(F)F)cc3)n2)n1	-7%	-1.2%	-10%	-2%	9%	5%	1.7%	0.3%	2%
CCOC(=O)NC(=O)/C(C#N)=C\NNc1ncc(C(F)(F)F)cc1Cl	-1%	-0.7%	-1%	1%	7%	5%	0.2%	-2.0%	-19%
